Bioassay records as filed in PubChem BioAssay.
Wnt bcat act = activates Wnt/beta-catenin signaling in a reporter cell assay; activator, plate reader; activation, % at 9.35 µM; 1.2% of 300,000 active; in the data active = activation above about 30%, passing the limit was not always enough; inconclusive = no clear call, values can overlap the other calls;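 note: 0% = neutral control wells and 100% = positive control wells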
dFosB activator = mouse delta FosB homodimer activation; 0.99% of 340,000 active; purified delta FosB, TAMRA-CDK5 oligo fluorescence polarization; percent of positive-control signal above neutral wells; AID 493131; P13346; activation, % at 25 µM;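 active = mean activation above about 17%, with every replicate also reaching it, limit read from the data, passing the limit was not always enough; inconclusive = only one of the two conditions met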;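 note: fluorescence polarization rise as delta FosB binds a TAMRA Cdk5 AP-1 oligo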
Target sequence (P13346 whole entry, looked up): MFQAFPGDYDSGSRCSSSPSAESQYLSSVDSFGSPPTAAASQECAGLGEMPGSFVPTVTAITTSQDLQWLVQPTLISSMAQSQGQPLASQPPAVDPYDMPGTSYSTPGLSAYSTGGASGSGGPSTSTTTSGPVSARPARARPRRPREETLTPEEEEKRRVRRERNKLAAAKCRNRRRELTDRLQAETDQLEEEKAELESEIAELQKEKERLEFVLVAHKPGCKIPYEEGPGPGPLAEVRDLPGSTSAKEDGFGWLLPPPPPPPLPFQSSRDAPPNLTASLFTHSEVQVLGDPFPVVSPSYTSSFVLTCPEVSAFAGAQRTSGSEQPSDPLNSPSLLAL
RTF Ca sens act = cardiac RTF calcium sensitization; IANBD-labeled TnC RTF fluorescence at EC20 calcium; 0% EC20 calcium, 100% full calcium; activation, % at 7.2 µM; 0.24% of 340,000 active;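 active = activation above the mean over all tested compounds plus 3 SD, cut at about 30% in these data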;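 note: rise in fluorescence read as greater calcium sensitivity of cardiac thin filaments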
SR-BI DiI-HDL act = SR-BI HDL lipid transfer activation. CHO ldlA[mSR-BI] cells, DiI-HDL uptake fluorescence, 3 h; 100 = double the neutral-control signal. activation, % at 12.5 µM. 0.096% of 320,000 active;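 active = mean replicate activation of at least 60% and every replicate at or above 60%; inconclusive = mean or all-replicate condition met, but not both; inactive = mean below 60% and not all replicates reaching 60%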;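 note: 0% = median plate neutral-control signal and 100% = twice that signal; values of inactives mirror those of a sister screen read the other way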
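Test system: SR-BI-overexpressing, LDLR-lacking CHO cells; Medium: Ham's F12 with 0.5% BSA, HEPES 25 mM, pH 7.4; Schedule: 3 h, 37 °C; Technique: bottom-read fluorescence, 550/595 nm.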
Rtt109 HAT inh = C. albicans Rtt109 histone acetyltransferase inhibition | Q5AAJ8 | purified Rtt109/Vps75, ThioGlo CoA-SH fluorescence, 4 h | inhibition, % at 34.9 µM | 0.16% of 330,000 active | AID 540336;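 active = inhibition of at least 50% in every replicate; inconclusive = best replicate reaches 50% inhibition but some replicates fall short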
Target sequence (Q5AAJ8 whole entry, looked up): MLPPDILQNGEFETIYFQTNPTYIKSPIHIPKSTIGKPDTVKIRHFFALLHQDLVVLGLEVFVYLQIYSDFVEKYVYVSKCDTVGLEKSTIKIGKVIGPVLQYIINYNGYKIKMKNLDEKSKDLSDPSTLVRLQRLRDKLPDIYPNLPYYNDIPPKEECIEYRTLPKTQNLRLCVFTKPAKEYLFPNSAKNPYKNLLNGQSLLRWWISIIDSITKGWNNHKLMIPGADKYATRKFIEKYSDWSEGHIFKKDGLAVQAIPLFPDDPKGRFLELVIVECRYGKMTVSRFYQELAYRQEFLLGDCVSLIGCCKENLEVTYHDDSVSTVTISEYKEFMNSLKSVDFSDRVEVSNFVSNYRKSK
HTR5A ag = activates human HTR5A in OPRM1-OPRD1 agonist counter-screen. 0.61% of 340,000 active. HTR5A agonist assay, luminescence, cell-based. activation, % at 9.3 µM. P47898; in the data active = activation mostly above about 9.5%, no sharp cut-off; inactive = mostly below about 7.6%;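 note: 0% = cells with vehicle only and 100% = reference agonist; strong numbers were not always called active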
Target sequence (P47898 whole entry, looked up): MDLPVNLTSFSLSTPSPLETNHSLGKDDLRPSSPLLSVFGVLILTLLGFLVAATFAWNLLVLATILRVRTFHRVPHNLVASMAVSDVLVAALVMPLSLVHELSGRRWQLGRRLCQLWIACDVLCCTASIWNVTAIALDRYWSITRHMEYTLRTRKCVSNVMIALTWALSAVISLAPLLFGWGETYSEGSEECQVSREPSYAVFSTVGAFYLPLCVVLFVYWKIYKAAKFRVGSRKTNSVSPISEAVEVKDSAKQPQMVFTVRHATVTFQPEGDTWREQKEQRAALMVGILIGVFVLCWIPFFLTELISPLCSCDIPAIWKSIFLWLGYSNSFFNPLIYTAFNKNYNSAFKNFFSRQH
PvdQ inh = P. aeruginosa PvdQ acylase inhibition. purified PvdQ acylase, fluorescence plate reader. AID 488965. 0.063% of 340,000 active. inhibition, % at 10 µM; in the data active = inhibition above about 30%, passing the limit was not always enough; inconclusive = no clear call, values can overlap the other calls;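 note: 0% = vehicle neutral wells and 100% = reference inhibitor wells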
CDK5 p35 inh = blocks human CDK5/p35 kinase activity; Q00535+Q15078; Recombinant CDK5/p35, ADP-Glo luminescence, 60 min; inhibition, % at 10 µM; 0.01% of 330,000 active;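 active = highest replicate inhibition of at least 50% and at least 75% of replicates reaching 50%; inconclusive = only one of the two criteria met; inactive = both criteria failed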;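 note: plate controls were DMSO neutral control for no effect and GW8510 at 10 µM for full effect; many of its hits are not listed in these tables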
SR-BI HDL uptake = blocks mouse SR-BI lipid uptake from DiI-HDL; inhibition, % at 12.5 µM; 0.96% of 320,000 active; ldlA[mSR-BI] CHO cells, DiI-HDL uptake fluorescence, 3 h; Q61009; AID 488896;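 active = mean replicate inhibition of at least 70% and a set share of replicates each scoring 70 or more; inconclusive = meets just one of the two criteria; inactive = fails both criteria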;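 note: 0% = median of neutral control wells and 100% = median of positive control wells; values of inactives mirror those of a sister screen read the other way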
MITF act = increases MITF-driven TRPM1 promoter luciferase signal. activation, % at 12.5 µM. SK-MEL-5 TRPM1-promoter luciferase, 24 h; % of positive control, neutral wells = 0. 0.75% of 300,000 active;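 active = mean activation of at least 80% with every replicate also reaching 80%; inconclusive = mean reaches 80% but some replicate falls short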;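 note: 0% = neutral control wells and 100% = parthenolide positive control wells; values of inactives mirror those of a sister screen read the other way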
Numbers without * were called inactive; ? = inconclusive; / = no result given.

SMILES	Wnt bcat act	dFosB activator	RTF Ca sens act	SR-BI DiI-HDL act	Rtt109 HAT inh	HTR5A ag	PvdQ inh	CDK5 p35 inh	SR-BI HDL uptake	MITF act
CCN(CC(=O)NC(C)(C)C)C(=O)CCl	/	-1	0	25	-8	5	-16	-1.2	-25	-10
CN(C)C(CNC(=O)c1ccc2nc[nH]c2c1)c1ccccc1 (stereo not drawn)	0	-1	6	15	3	4	-13	-0.7	-15	0
COc1ccccc1NC(=O)CSc1n[nH]c(-c2cccnc2)n1	2	2	8	8	-3	-5	-18	4.2	-8	10
CN(CC(=O)N1CCN(c2ncccn2)CC1)S(=O)(=O)c1ccc(Cl)cc1	-1	-5	17	2	7	1	-7	0.5	-2	-11
CCOP(=O)(OCC)C(NC(=O)Nc1ccc(Cl)c(Cl)c1)c1ccccc1 (stereo not drawn)	-3	-5	4	-30	-7	9	-11	-1.1	30	1
CCOc1ccc(CCNC(=O)C2CCCN(c3nn4c(=O)cc(C)nc4s3)C2)cc1OCC (stereo not drawn)	-2	7	4	-12	8	0	-17	-0.5	12	-10
CC(C)[C@H](N)C(=O)NC[C@H](CC(=O)NC[C@H]1CC[C@H](C(=O)O)CC1)c1ccc(Cl)cc1	3	3	4	19	0	4	-20	-0.1	-19	3
CCOC(=O)CC1(NC(=O)C2CCC(=O)N(Cc3ccccc3F)C2)CCCCC1 (stereo not drawn)	1	-7	1	-6	3	1	4	/	6	7
Cn1c(SCc2ccccc2)nnc1C1CCCNC1 (stereo not drawn)	-1	-5	0	5	-5	3	-2	-1.0	-5	6
CCS(=O)(=O)c1ccc(O)c(NC(=O)Nc2ccccc2OC)c1	4	1	-4	8	2	4	0	4.1	-8	/
CC(C)(C)NC(=O)CCSc1nnc(-c2ccco2)o1	1	-1	2	-3	-7	5	-14	-0.4	3	10
CCn1nnc(NC(=O)c2ccc([N+](=O)[O-])o2)n1	6	8	0	23	-1	0	-13	1.0	-23	-42
CC(SCc1ccccc1)C(=O)Nc1ccccc1 (stereo not drawn)	37*	-8	4	-8	0	8	-10	1.5	8	5
CCSc1nnc2ccc(-c3ccc(C)cc3)nn12	2	-36	2	-9	2	2	-12	0.6	9	17
Cc1ccc(CNC(=O)C2CCN(c3nnc(N4CCCC4=O)s3)CC2)cc1	-4	-9	4	14	2	-3	5	-1.5	-14	4
Nn1c(SCc2cn3cc(Cl)ccc3n2)nnc1-c1ccncc1	-1	8	-4	12	-6	1	6	2.3	-12	-10
Cc1ccc(NC(=O)C(=O)NCc2ccncc2)cc1	0	4	2	2	1	-6	-7	1.0	-2	28
CCN1CCCn2c1nc1c2c(=O)n(C)c(=O)n1C	/	4	-6	37	5	2	-12	1.9	-37	9
CCCCN1C(=O)C2NN=C(C(=O)OCC)C2C1=O (stereo not drawn)	-2	8	-3	23	-1	2	5	-0.3	-23	/
C/C(=N\NC(=O)c1nc2ccccn2c1C)c1ccc2c(c1)OCO2	0	0	9	8	6	3	4	-0.7	-8	11
COC(=O)c1sc(NC(=O)CN2CCN(c3cccc(Cl)c3)CC2)c(C(=O)OC)c1C	-3	-13	3	/	-7	3	-16	0.2	/	4
CCN(Cc1ccc(OC)c(COC)c1)CC1CCCN(CCc2cccc(F)c2)C1 (stereo not drawn)	-4	-3	-3	7	0	-1	-12	1.5	-7	/
Cc1ccc(C)c(NC(=O)COC(=O)CSc2ccccc2)c1	0	1	0	20	21	3	3	-0.5	-20	5
Cc1cc(=O)oc2cc(O)cc(O)c12	-3	7	2	-2	-389	2	-2	0.4	2	10
CC(=O)Nc1c(Cl)n(C(C)=O)c2ccccc12	/	5	0	47	-1	-2	-4	3.7	-47	-20

14 structures from above, arranged by number of heavy atoms, rising.
SMILES	Wnt bcat act	dFosB activator	RTF Ca sens act	SR-BI DiI-HDL act	Rtt109 HAT inh	HTR5A ag	PvdQ inh	CDK5 p35 inh	SR-BI HDL uptake	MITF act
Cc1cc(=O)oc2cc(O)cc(O)c12	-3	7	2	-2	-389	2	-2	0.4	2	10
CCN(CC(=O)NC(C)(C)C)C(=O)CCl	/	-1	0	25	-8	5	-16	-1.2	-25	-10
CC(=O)Nc1c(Cl)n(C(C)=O)c2ccccc12	/	5	0	47	-1	-2	-4	3.7	-47	-20
CCn1nnc(NC(=O)c2ccc([N+](=O)[O-])o2)n1	6	8	0	23	-1	0	-13	1.0	-23	-42
CCCCN1C(=O)C2NN=C(C(=O)OCC)C2C1=O (stereo not drawn)	-2	8	-3	23	-1	2	5	-0.3	-23	/
CC(C)(C)NC(=O)CCSc1nnc(-c2ccco2)o1	1	-1	2	-3	-7	5	-14	-0.4	3	10
Cc1ccc(C)c(NC(=O)COC(=O)CSc2ccccc2)c1	0	1	0	20	21	3	3	-0.5	-20	5
COc1ccccc1NC(=O)CSc1n[nH]c(-c2cccnc2)n1	2	2	8	8	-3	-5	-18	4.2	-8	10
C/C(=N\NC(=O)c1nc2ccccn2c1C)c1ccc2c(c1)OCO2	0	0	9	8	6	3	4	-0.7	-8	11
CCOP(=O)(OCC)C(NC(=O)Nc1ccc(Cl)c(Cl)c1)c1ccccc1 (stereo not drawn)	-3	-5	4	-30	-7	9	-11	-1.1	30	1
Cc1ccc(CNC(=O)C2CCN(c3nnc(N4CCCC4=O)s3)CC2)cc1	-4	-9	4	14	2	-3	5	-1.5	-14	4
CCOC(=O)CC1(NC(=O)C2CCC(=O)N(Cc3ccccc3F)C2)CCCCC1 (stereo not drawn)	1	-7	1	-6	3	1	4	/	6	7
CCN(Cc1ccc(OC)c(COC)c1)CC1CCCN(CCc2cccc(F)c2)C1 (stereo not drawn)	-4	-3	-3	7	0	-1	-12	1.5	-7	/
CCOc1ccc(CCNC(=O)C2CCCN(c3nn4c(=O)cc(C)nc4s3)C2)cc1OCC (stereo not drawn)	-2	7	4	-12	8	0	-17	-0.5	12	-10

Additional structures:
SMILES	Wnt bcat act	dFosB activator	RTF Ca sens act	SR-BI DiI-HDL act	Rtt109 HAT inh	HTR5A ag	PvdQ inh	CDK5 p35 inh	SR-BI HDL uptake	MITF act
COc1cccc(CC(=O)n2nc(N)c3cc4ccc(OC)cc4nc32)c1	4	32*	1	27	-6	-1	-12	0.6	-27	30
S=C(Nc1ccc(Cl)cc1Cl)N1CCCC1	8	-2	1	9	-3	2	0	2.1	-9	29
CCCn1c(SCC(=O)Nc2cccc(NC(C)=O)c2)nnc1C(C)C	/	-2	0	29	-4	4	-9	1.3	-29	7
CCn1cc(CNC(=O)c2cccc([N+](=O)[O-])c2)c(C)n1	/	-3	2	26	5	-1	-1	0.4	-26	4
Cc1cc(C)cc(NC(=O)CSc2nnc(CNC(=O)c3ccco3)o2)c1	-2	0	-2	34	4	-3	-8	-0.6	-34	-8
Cc1ccc(NC(=O)CSCC(=O)Nc2cc(C(F)(F)F)ccc2N2CCOCC2)cc1	/	-20	-15	-20	7	-2	-7	-3.0	20	11
O=C(Nc1ccc(F)cc1)N1CCN(c2ccc(F)cc2)CC1	-1	-1	0	29	2	0	15	1.3	-29	-1
COC(=O)c1cccc(NC(=O)c2cnoc2C)c1	-1	1	-2	15	0	3	-5	-0.1	-15	/
Cc1cc(Br)ccc1S(=O)(=O)NCc1ccccc1	-1	-3	6	16	0	0	-12	0.8	-16	/
COc1ccc(OC)c(-c2csc(NC(=O)Cc3ccccc3)n2)c1	12	-4	0	/	1	-2	-15	-6.6	/	14
CS(=O)(=O)N(CC(=O)NCc1ccncc1)c1cc(Cl)ccc1Cl	-2	-9	-2	9	-7	-2	2	-2.9	-9	4
COc1ccc(NC(=O)CC(c2ccco2)C(C)C)cc1 (stereo not drawn)	-1	-2	5	8	1	-3	-7	-0.7	-8	11
CCOC(=O)[C@@H]1[C@H]2COc3ccc(Br)cc3[C@@H]2N2C(=O)N(c3cccc(F)c3)C(=O)[C@]12C	-3	2	-10	4	8	-3	8	0.3	-4	-4
O=C(COC(=O)c1ccc(Cl)cc1O)Nc1cccnc1Cl	1	-6	-2	23	14	3	5	-1.3	-23	-2
O=C(O)c1ccccc1N1C(=O)c2cccc3cccc(c23)C1=O	0	-3	-6	-12	0	2	-2	0.6	12	5
CC(=O)Nc1ccc(C(=O)CSc2nnc(-c3ccc(O)cc3)n2CC2CCCO2)cc1 (stereo not drawn)	0	-3	1	7	6	-5	-5	-1.8	-7	-4
COCCCNc1oc(/C=C/c2ccccc2)nc1C#N	30	6	-2	-3	-499	-1	-12	-1.6	3	?
Cn1cccc1/C=C1\SC(=S)N(NC(=O)c2ccc(Cl)cc2)C1=O	/	-2	20	20	2	0	3	0.9	-20	4
O=C(CN1C(=O)C2CCCCC2C1=O)N1CCN(c2ccccc2)CC1 (stereo not drawn)	-1	-10	1	6	1	1	11	-0.2	-6	3
CC1Cc2cc(S(=O)(=O)N3CCC(C(=O)N4CCCCC4)CC3)ccc2N1C(=O)C1CC1 (stereo not drawn)	-2	-5	1	20	10	1	-22	-8.0	-20	7
CN(C)CCN1CC(C(=O)O)CC1=O (stereo not drawn)	/	10	-5	-7	-4	-2	-20	0.2	7	8
CCn1cc(C(=O)NCCC(=O)NC(C)C)c(=O)c2cc3c(cc21)OCO3	3	0	2	27	-4	-3	4	0.8	-27	1
Cc1cc(C)cc(N(CCC#N)C(=O)CN2C(=O)NC3(CCCC3)C2=O)c1	-1	5	-6	/	9	-4	0	0.8	/	0
CCCC(=O)Nc1ccc(C(=O)O)cc1NC(=O)CCC	-3	4	0	43	-5	-6	-6	-0.5	-43	-1
O=C(CSCc1ccc(Cl)cc1)N/N=C/c1c(Cl)cccc1Cl	0	27*	-4	10	-4	0	-7	0.7	-10	5
Cc1[nH]n(-c2ccc([N+](=O)[O-])cc2)c(=O)c1C=NCCN1CCN(C(=O)c2ccccc2)CC1	/	3	-6	-21	-5	-5	-3	0.1	21	7
O=S1(=O)[C@H]2CC3O[C@]2(C[C@@H]3c2ccc(F)cc2)CN1Cc1ccc(Cl)cc1	-4	-13	-2	4	4	2	-6	0.3	-4	-9
CC12CCC(=O)N1C(C(=O)NNC(=O)c1ccc(F)cc1)CS2 (stereo not drawn)	-5	0	-4	10	10	6	7	0.0	-10	4
Nc1c(N=Nc2cccc(Cl)c2)c(=O)[nH]n1-c1ccccc1	/	11	-9	-13	3	-7	5	-0.7	13	34
Cc1csc(NC(=O)CCC(=O)c2cccs2)n1	2	-8	-2	16	1	2	-5	-0.2	-16	13
